PAFAH1B2 inh = PAFAH1B2 (human) inhibition; P68402; recombinant PAFAH1B2, FP-rhodamine activity probe, fluorescence polarization; inhibition, % at 3.39 µM; 340,000 compounds, 1.2% hits; AID 492953;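 active = inhibition above the mean of all tested compounds plus 3 SD, cut at about 24% in these data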;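 also: 0% = enzyme with DMSO and 100% = wells lacking PAFAH1B2; many of its hits are not listed in these tables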
Target sequence (P68402 whole entry, looked up): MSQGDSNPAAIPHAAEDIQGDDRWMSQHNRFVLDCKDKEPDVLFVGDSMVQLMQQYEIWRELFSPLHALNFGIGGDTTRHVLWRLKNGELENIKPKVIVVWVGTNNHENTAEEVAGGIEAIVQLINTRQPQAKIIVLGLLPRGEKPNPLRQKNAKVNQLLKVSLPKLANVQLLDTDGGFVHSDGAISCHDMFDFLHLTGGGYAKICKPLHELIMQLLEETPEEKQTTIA
PAFAH2 inh = PAFAH2 (human) inhibition. Q99487. recombinant PAFAH2, FP-rhodamine activity probe, fluorescence polarization. inhibition, % at 3.39 µM. 340,000 compounds, 0.99% hits. AID 492956;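 active = inhibition above the mean over all tested compounds plus 3 SD, cut at about 30% in these data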;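 also: inhibitors block probe labeling of enzyme so polarization drops; 0% = enzyme with DMSO and 100% = wells lacking PAFAH2 protein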
GSTO1 inh = counter-screen for RBBP9 inhibitors: inhibitors of human GSTO1; P78417; recombinant GSTO1, activity-based probe fluorescence polarization; inhibition, % at 5.96 µM; 300,000 compounds, 1.1% hits; AID 1974;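 active = inhibition above the campaign mean inhibition plus 3 SD, cut at about 35% in these data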;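 also: 0% = GSTO1-1 with DMSO and 100% = wells lacking GSTO1-1 enzyme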
LYPLA2 counter = counter-screen for PME1 inhibitors: inhibitors of human LYPLA2 | O95372 | recombinant LYPLA2, FP-Rh probe fluorescence polarization | inhibition, % at 5.9 µM | 320,000 compounds, 0.38% hits | AID 2177;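 active = inhibition above the screen-wide mean plus 3 SD, limit set per campaign, cut at about 26% in these data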;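 also: 0% = LYPLA2 with DMSO and 100% = wells lacking LYPLA2 enzyme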
Target sequence (O95372 whole entry, looked up): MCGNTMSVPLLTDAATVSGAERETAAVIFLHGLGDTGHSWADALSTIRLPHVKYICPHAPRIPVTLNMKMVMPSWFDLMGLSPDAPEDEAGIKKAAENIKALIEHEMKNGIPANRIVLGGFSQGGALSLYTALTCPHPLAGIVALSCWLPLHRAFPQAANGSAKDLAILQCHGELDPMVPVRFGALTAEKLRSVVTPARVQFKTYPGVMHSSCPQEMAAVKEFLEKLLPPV
PAFAH1B3 FP inh = PAFAH1B3 (human) inhibition; Q15102; recombinant PAFAH1B3, FP-rhodamine probe, fluorescence polarization; inhibition, % at 3.39 µM; 340,000 compounds, 0.28% hits; AID 492972;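 active = inhibition above the screen-wide average of all tested compounds plus 3 SD, cut at about 25% in these data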;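 also: 0% = enzyme with DMSO only and 100% = wells lacking PAFAH1B3 protein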
PAD4 inh = PAD4 (human) enzyme inhibition. Q9UM07. recombinant PAD4, RCA probe fluorescence polarization. inhibition, % at 6.36 µM. 330,000 compounds, 0.41% hits;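 active = percent inhibition above a cutoff equal to the mean of all tested compounds plus 3 SD, cut at about 15% in these data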;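 also: 0% = PAD4 with RCA probe and DMSO and 100% = probe without PAD4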
pPAFAH FP inh = pPAFAH (human) enzyme inhibition; recombinant pPAFAH, FP-rhodamine probe fluorescence polarization; inhibition, % at 3.39 µM; 330,000 compounds, 1.5% hits; AID 463082;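 active = inhibition above the mean inhibition across the screen plus 3 SD, cut at about 25% in these data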;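 also: inhibitors block binding of the rhodamine activity-based probe so polarization drops; 0% = enzyme with DMSO and 100% = wells lacking pPAFAH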
Target sequence (Q13093 whole entry, looked up): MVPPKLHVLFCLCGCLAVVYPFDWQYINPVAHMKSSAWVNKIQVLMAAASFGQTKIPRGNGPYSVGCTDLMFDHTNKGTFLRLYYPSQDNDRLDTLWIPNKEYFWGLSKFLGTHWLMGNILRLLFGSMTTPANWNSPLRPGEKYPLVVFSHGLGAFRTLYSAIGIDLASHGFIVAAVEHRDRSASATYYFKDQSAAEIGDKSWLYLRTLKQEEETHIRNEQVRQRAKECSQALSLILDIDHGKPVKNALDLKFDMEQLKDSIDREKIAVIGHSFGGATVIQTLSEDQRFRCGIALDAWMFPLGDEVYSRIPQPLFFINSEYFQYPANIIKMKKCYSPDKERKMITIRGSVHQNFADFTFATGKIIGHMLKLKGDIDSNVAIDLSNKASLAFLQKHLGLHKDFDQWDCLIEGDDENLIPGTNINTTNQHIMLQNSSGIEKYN
PME-1 primary = PME-1 (human) inhibition; Q9Y570; recombinant PME-1, FP-Rh probe fluorescence polarization; inhibition, % at 5.9 µM; 320,000 compounds, 0.53% hits; AID 2130;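 active = inhibition above the campaign mean of all compounds plus 3 SD, cut at about 26% in these data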;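 also: competitive labeling of PME-1 active site by serine hydrolase directed probe; 0% = PME-1 with DMSO and 100% = wells lacking PME-1 enzyme; inhibitors block probe labeling so polarization falls and inhibition rises; many of its hits are not listed in these tables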
LYPLA1 counter = counter-screen for PME1 inhibitors: inhibitors of human LYPLA1; inhibition, % at 5.9 µM; O75608; AID 2174; 320,000 compounds, 0.16% hits; recombinant LYPLA1, FP-Rh probe fluorescence polarization;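 active = inhibition above the mean of all tested compounds plus 3 SD, set per campaign, cut at about 14% in these data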;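 also: inhibitors block serine hydrolase probe labeling of LYPLA1 so polarization falls; 0% = enzyme with DMSO and 100% = wells lacking LYPLA1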
Numbers without * were called inactive; . = no result given.

smiles	pPAFAH FP inh	LYPLA1 counter	GSTO1 inh	PME-1 primary	PAFAH2 inh	LYPLA2 counter	PAD4 inh	PAFAH1B2 inh	PAFAH1B3 FP inh
Nc1nonc1-n1nnc(C(=O)N/N=C/c2cccnc2)c1-c1ccccc1	3	-1	0	-4	0	-5	-2	5	8
Cc1ccc(CSc2ccc(-c3cccs3)nn2)cc1	5	0	0	2	-1	-6	2	3	4
O=C(COC(=O)c1ccccc1F)NCc1ccc2c(c1)OCO2	11	.	.	.	8	.	2	5	8
COCCCNC(=O)/C(C#N)=C/c1c(N2CCCCCC2)nc2ccccn2c1=O	1	1	-5	-7	-2	10	2	6	5
COc1ccc(OC(C)C(=O)Nc2cccc(F)c2)cc1 (stereo not given)	-3	-1	15	3	-4	-1	0	5	7
O=C(Cc1ccc([N+](=O)[O-])cc1)N/N=C/c1ccc([N+](=O)[O-])o1	15	-1	5	-1	1	4	-14	4	9
Cc1cc(C(F)(F)F)c2sc(N)nc2n1	2	-2	3	1	-4	2	-1	-2	1
CC(C)Oc1ccc(C(=O)NC2(C(F)(F)F)NC(=O)N(CCCc3ccccc3)C2=O)cc1 (stereo not given)	7	-1	-7	-3	-7	0	-1	-3	-2
Cc1ccc(N2C(=O)C(F)(F)C2c2ccccc2)cc1 (stereo not given)	-2	1	12	-3	7	2	-2	9	-1
CC(C)(C)NC(=O)C1CCC(CNc2c(N3CCCCC3)c(=O)c2=O)CC1 (stereo not given)	3	0	6	-5	-7	3	-4	1	7
Cc1ccccc1Cn1nnc2c1C(=O)c1ccccc1C2=O	2	3	38*	6	2	2	-9	0	22
CCc1nnc(NC(=O)C2CC(=O)N(CCc3ccc(F)cc3)C2)s1 (stereo not given)	4	0	-3	0	-2	1	-1	-2	3
Cc1ccc(C(=O)N/C(=C/c2ccc(-c3cccc([N+](=O)[O-])c3)o2)C(=O)NC(C)C)cc1	7	3	2	6	0	6	5	4	-5
COc1ccc(CCNC(=O)c2noc(C(C)C)c2[N+](=O)[O-])cc1OC	2	1	39*	-4	-4	4	0	-3	8
O=S(=O)(c1ccc(N2CCCC2)nc1)N1CCCC1	5	8	6	4	1	9	-1	-2	7
O=C(NC1CCCc2ccccc21)C1CCN(c2nnc(-n3cccc3)s2)CC1 (stereo not given)	11	-2	2	-2	6	-8	-4	-2	0
CSc1ccccc1NC(=O)CN1CC(C)OC(C)C1 (stereo not given)	5	4	5	7	1	4	-6	2	-1
CCCCCCSc1cc(C)nc2ncnn12	2	-4	-2	-8	-14	0	4	-1	-1
COc1ccc2c(c1)CC/C(=C\c1ccc(C)o1)C2=O	10	-3	0	2	17	-7	3	-1	13
COCCNC(=O)CSc1nc2ccccc2c(=O)n1CCC(=O)NCCc1ccc(OC)c(OC)c1	7	0	-4	1	4	-2	-1	0	2
N#Cc1ccsc1NC(=O)COc1ccc(-c2nnco2)cc1	15	-5	-1	1	4	-3	1	1	1
COc1ccccc1N1CCN(C(=O)Cn2ncc3c([nH]c4ccccc43)c2=O)CC1	4	-2	5	-5	-10	1	0	5	-3
O=C(O)Cc1ccc(Nc2cnn(C34CC5CC(CC(CC(=O)O)(C5)C3)C4)c(=O)c2Cl)cc1	-1	1	7	5	-3	-1	-6	-1	-2
CCC(C)(C(=O)NC1CCCC1)N(CC1CCCO1)C(=O)c1ccc2c(c1)OCO2 (stereo not given)	-2	3	3	5	-2	4	-4	4	7
Cc1ccc2nc(SC(C)C(=O)N3CCCCC3)[nH]c2c1 (stereo not given)	2	-2	1	0	-4	7	-6	2	3
Cc1cc(C)n(C2CCCCC2OC(=O)c2ccccc2)n1 (stereo not given)	11	2	0	-4	5	2	-2	1	-2
O=C(/C=C/c1ccc(Br)cc1)NC(=O)c1ccccc1O	-1	-4	-4	10	4	-5	-1	-5	4
COc1cc(NC(=S)NCc2cccnc2)cc(OC)c1OC	-2	-2	2	3	1	1	-4	4	1
Cc1ccc2oc(C(=O)NCC(c3ccco3)N3CCCC3)c(C)c2c1 (stereo not given)	0	2	-6	4	2	4	-4	-10	1
O=C(NCCS(=O)(=O)c1ccc(Br)cc1)c1ccc(F)cc1	0	4	0	0	4	6	-2	15	8
COCCCN1C(=O)C(=O)/C(=C(/O)c2ccc(OCC(C)C)cc2)C1c1cccnc1 (stereo not given)	3	-3	3	-5	8	1	2	1	0
O=S(=O)(NCc1csc(-c2cccnc2)n1)c1ccc(Cl)s1	6	0	3	0	7	1	0	7	13
O=C(O)c1nccnc1C(=O)Nc1ccccc1N1CCOCC1	0	-2	-13	-3	5	2	1	3	1
Cc1cccc(OCC(=O)Nc2ccc(NC(=O)c3ccco3)c(C)c2)c1	-1	2	6	-3	-9	1	-5	4	6
Cc1ccccc1C(=O)NC1CCN(CC(=O)Nc2c(C)cccc2C)CC1	1	2	5	0	-19	7	0	-2	-4
Oc1ccc(Br)cc1CNc1cnc2ccccc2c1	1	-7	-1	2	0	-8	-5	0	17
COc1ccc(C(=O)OCC(=O)N2C(C)CCCC2C)cc1S(=O)(=O)N1CCOCC1 (stereo not given)	2	.	.	.	18	.	-4	6	3
COC(=O)COc1ccc(C(C2C(=O)CC(C)(C)CC2=O)C2C(=O)CC(C)(C)CC2=O)cc1	-1	0	10	-2	-3	3	-3	3	10
Cc1ccc(-c2n[nH]c(=S)n2/N=C/c2ccc(C)o2)cc1	5	-2	7	-2	0	2	1	2	12
Cc1cccc(-c2nnc(-c3cccc(NC(=O)Cc4cccs4)c3)o2)c1	-35	-42	-3	-60	-23	-58	-5	1	-5
O=C(O)CN1CCCCC1	4	3	-4	-1	-3	7	-1	2	8
COc1ccc(S(=O)(=O)N2CCOCC2)cc1NC(=O)COC(=O)c1oc2ccccc2c1C	2	0	.	2	28	0	-1	-3	3
Cc1[nH]c2ccccc2c1/C=N/NC(=O)CNC(=O)Cc1ccccc1	13	5	0	3	3	9	-1	-4	-2
COC(=O)C1=C(C(=O)c2ccccc2)C(c2cccs2)n2nnnc2N1 (stereo not given)	2	-3	1	-1	-9	-4	0	12	4
COc1ccc(N2CCN(C(=O)CCNS(=O)(=O)c3cc(Br)cnc3N)CC2)cc1	2	1	9	-2	-2	32*	-8	-7	3
CCCCNC(=O)c1nc2ncc(Br)cn2n1	4	0	2	-6	6	1	2	0	5
CCn1nnc(-c2ccccc2NC(=O)c2cc(OC)c(OC)c(OC)c2)n1	-3	0	-1	3	-3	0	2	5	-3
C=C1c2ccccc2NC(=O)N1c1ccc(OC)cc1	6	1	1	4	1	3	0	1	2
Cn1ncc(Cl)c1C(=O)Nc1nnc(C2CC2)s1	-5	0	6	2	-4	-3	1	0	3
Cc1cc(Cl)ccc1OCC(=O)N/N=C1\CC2C=CCC12 (stereo not given)	5	-1	4	-2	-2	10	2	1	2

More results:
smiles	pPAFAH FP inh	LYPLA1 counter	GSTO1 inh	PME-1 primary	PAFAH2 inh	LYPLA2 counter	PAD4 inh	PAFAH1B2 inh	PAFAH1B3 FP inh
Cc1ccc(/C=N/NC(=O)c2ccc3nc[nH]c3c2)s1	-3	-3	-1	0	0	-3	-3	-1	1
O=C(COc1ccc2ccccc2c1)NCC(=O)N/N=C/c1ccco1	3	0	0	-3	4	30*	-3	0	1
Cc1ccc(S(=O)(=O)Nc2cccc3ncccc23)s1	18	2	25	10	13	1	0	6	14
CCC(=O)Nc1c(C(=O)Nc2ccc3c(c2)OCCO3)oc2ccccc12	-4	-5	-1	-10	3	-7	-11	0	6
Cc1cc(C)c(S(=O)(=O)N2CCC(C(=O)OCc3c(C)noc3C)CC2)c(C)c1	0	4	.	9	-3	5	-1	6	2
COc1cc(OC)c(OC)cc1/C=C1\Oc2cc(OS(C)(=O)=O)ccc2C1=O	7	2	-3	-5	-2	-2	2	0	0
CCCCNC(=S)Nc1ccc(SC(F)F)cc1	-2	-2	3	-2	5	-2	4	3	14
Cc1ccn2cc(CCNS(=O)(=O)c3ccc4c(c3)OCCO4)nc2c1	3	1	2	0	-2	6	-2	3	-5
O=C(Nc1ccc(Br)cc1)c1ccc2c(c1)OCO2	-7	-2	10	-12	-3	0	-6	12	2
CN1CCN(C(=S)NC(=O)c2ccc(-c3ccccc3)cc2)CC1	0	1	3	-1	1	0	-5	0	6
O=[N+]([O-])c1ccc(Cl)c(-c2ccc(/C=N/c3c(-c4ccco4)nc4ccccn34)o2)c1	11	1	2	3	2	-3	4	3	-5
CC(=O)n1cc(C2C(=O)CCCC2=O)c2ccccc21	3	0	7	-6	2	-6	-2	-2	2
Cc1ccc2nsnc2c1S(=O)(=O)NCCc1c(C)[nH]c2ccc(F)cc12	6	-2	2	11	0	0	-1	2	5
N#C/C(=C\c1c(Cl)cccc1Cl)c1nn(-c2ccccc2)c(-n2cccc2)c1C#N	1	-5	-6	-3	-8	-8	0	-3	7
O=C(c1ccc(-c2ccccc2)cc1)N1CCN(c2ncccn2)CC1	17	-2	-2	-2	2	5	-10	6	-5
COc1cccc(C(C(=O)NC2CCCCC2)N(C(=O)Cc2cccs2)c2ccc(-n3cnnn3)c(OC)c2)c1 (stereo not given)	4	1	2	0	4	-4	-3	3	1
CCCn1c(N)c(C(=O)CSc2nnc(-c3cccs3)n2C2CC2)c(=O)[nH]c1=O	3	.	.	.	1	.	5	6	10
COC(=O)c1sccc1NC(=O)CSc1ccccc1N	-3	3	1	3	2	7	0	6	6
Cc1cc(C(C)(C)C)ccc1NC(=O)CC(C)(C)CC(=O)O	1	-1	9	-7	.	11	-7	.	.
O=C(CSc1nc2nn(-c3ccccc3)c(=O)c-2c2n1CCCCC2)Nc1ccc(F)cc1F	2	2	.	9	-6	5	-3	-4	5
O=C1/C(=C/c2cccs2)CCC1C1CCCC1 (stereo not given)	6	7	3	1	6	5	-1	6	10
COc1cccc(/C=N/c2oc(-c3ccccc3)cc2C#N)c1O	4	2	6	-4	0	9	-6	2	-4
CC[N+](CC)(CC)C/C=C/CN1CCCCC1	-3	3	-1	-2	-1	7	-6	-1	-1
c1ccc(C(c2ccccc2)N2CCN(C(c3ccccn3)c3nnnn3C3CCCC3)CC2)cc1 (stereo not given)	3	3	-1	-3	-3	0	1	3	3
CCO/C=C1/C(=O)N(CC)c2ccccc21	-1	2	-4	2	-2	8	-5	-1	5
O=C(CNC(=O)c1ccccc1Cl)N/N=C/C=C/c1ccccc1	-2	-6	1	-1	-3	-2	-1	0	3
COc1cc(NC(=O)c2ccccc2[N+](=O)[O-])ccc1NC(=O)C(C)C	1	0	8	-3	-10	6	4	0	7
Cc1ccc([C@@H]2[C@@H]3C(=O)N(C)C(=O)[C@@H]3[C@]3(C)C(=O)N(CC4CC4)CC(=O)N23)o1	-3	1	-6	-5	0	0	2	0	8

Screening data: PubChem BioAssay, The Scripps Research Institute Molecular Screening Center

An excerpt, so the mix of outcomes need not match the whole.
